Screens: PubChem, several laboratories
HTR5A ag = counter-screen for OPRM1-OPRD1 agonists: human HTR5A agonism; P47898; HTR5A agonist assay, luminescence, cell-based; activation, % at 9.3 µM; hit rate 0.61% among 340,000; AID 504692; in the data active = activation mostly above about 9.5%, no sharp cut-off; inactive = mostly below about 7.6%;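 note: 0% = cells with vehicle only and 100% = reference agonist; strong numbers were not always called active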
DAGLB inhibitor = diacylglycerol lipase beta (human) inhibition. Q8NCG7. AID 504411. hit rate 0.059% among 340,000. HEK293T DAGLB membrane lysate, EnzChek fluorogenic substrate. inhibition, % at 5.17 µM; in the data active = inhibition above about 34%;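 note: 0% = enzyme with vehicle and 100% = wells lacking enzyme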
phage Ecoli inh = E. coli growth loss with phage present; AID 651602; hit rate 0.26% among 360,000; inhibition, % at 11.9 µM; growth absorbance; in the data active = inhibition above about 11%
HTR5A inv ctr = inverse agonist of human HTR5A in OPRM1-OPRD1 counter-screen | P47898 | AID 504634 | hit rate 0.083% among 340,000 | inhibition, % at 9.3 µM | HTR5A cell line, luminescence, inverse agonism; in the data active = inhibition mostly above about 23%, no sharp cut-off; inactive = mostly below about 18%;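 note: 0% = cells with DMSO and 100% = no-cell wells with DMSO; some compounds called inactive have numbers as strong as hits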
Mot1-301 SUMO = SUMOylation pathway inhibition by Mot1-301 growth rescue; S. cerevisiae Mot1-301 growth rescue, ATP luminescence, 38.5C; percent above DMSO median, 100 means doubled; growth rescue, % at 18.8 µM; hit rate 1% among 320,000; AID 2716;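 active = every valid replicate shows activation above 250% relative to neutral control wells; inactive = the rest, any valid replicate at or below 250%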;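 note: OY570 slx delta 5 strain wells were the positive control but not used for scaling; some compounds called inactive have numbers as strong as hits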
PKA-R2B act = activates the human PKA-R2B holoenzyme complex | PKA-R2B holoenzyme dissociation, Cy5-IP20 fluorescence polarization; R2B truncated from residue 108, S112A mutant; 0% DMSO only, 100% 113 µM cGMP | P22694+P31323 | activation, % at 11.4 µM | AID 504700 | hit rate 0.079% among 340,000;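 active = activation above a cutoff set at the mean over all compounds plus 3 SD, cut at about 18% in these data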;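 note: higher means more holoenzyme dissociation and a rise in polarization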
Tat export inh = inhibitors of E. coli Tat protein transport; inhibition, % at 10 µM; E. coli MC4100 TorA-mCherry Tat export, fluorescence; hit rate 0.036% among 340,000;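 active = mean replicate inhibition at least 50% and at least half of replicates individually reaching 50%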;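 note: exported cargo escapes ClpAP degradation while cytoplasmic cargo is degraded and loses fluorescence; 0% = median of neutral control wells and 100% = median of NaSCN control wells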
E coli growth = bacterial growth inhibition, counter-screen for AddAB inhibitors. E. coli V3065 growth, OD600 absorbance, 18 h. inhibition, % at 11.9 µM. hit rate 0.27% among 330,000. AID 449728;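 active = inhibition above the campaign's mean inhibition across all tested compounds plus 3 SD, cut at about 9.9% in these data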;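 note: uninfected addAB+ strain grown without phage in ampicillin broth; 0% = DMSO wells and 100% = ciprofloxacin 0.95 µg/ml wells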
CDK5 inh = blocks human CDK5/p35 kinase activity | Q00535+Q15078 | Recombinant CDK5/p35, ADP-Glo luminescence, 60 min | inhibition, % at 10 µM | hit rate 0.01% among 330,000 | AID 488839;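 active = highest replicate inhibition of at least 50% and at least 75% of replicates reaching 50%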;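 note: plate controls were DMSO neutral control for no effect and GW8510 at 10 µM for full effect; many of its hits are not listed in these tables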
Target sequence (Q00535 whole entry, looked up): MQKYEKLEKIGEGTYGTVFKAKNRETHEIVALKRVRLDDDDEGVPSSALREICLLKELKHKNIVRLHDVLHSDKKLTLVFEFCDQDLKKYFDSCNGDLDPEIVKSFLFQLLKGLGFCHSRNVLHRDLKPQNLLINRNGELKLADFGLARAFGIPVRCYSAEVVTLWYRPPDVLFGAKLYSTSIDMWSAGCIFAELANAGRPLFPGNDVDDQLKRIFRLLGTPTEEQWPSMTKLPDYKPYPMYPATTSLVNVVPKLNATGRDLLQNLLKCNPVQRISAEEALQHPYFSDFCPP
Target sequence (Q15078 whole entry, looked up): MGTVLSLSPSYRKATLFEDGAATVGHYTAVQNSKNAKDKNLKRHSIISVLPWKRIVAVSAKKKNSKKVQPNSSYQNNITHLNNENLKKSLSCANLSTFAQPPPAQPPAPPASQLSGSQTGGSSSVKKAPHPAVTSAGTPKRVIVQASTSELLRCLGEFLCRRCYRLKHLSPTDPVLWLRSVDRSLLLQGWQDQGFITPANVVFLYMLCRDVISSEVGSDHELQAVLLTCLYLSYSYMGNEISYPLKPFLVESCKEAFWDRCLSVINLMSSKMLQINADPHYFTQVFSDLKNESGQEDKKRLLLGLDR
AddAB inh = less growth of phage-infected E. coli with AddAB; E. coli expressing H. pylori AddAB, absorbance growth; inhibition, % at 11.9 µM; AID 435030; hit rate 0.29% among 330,000; in the data active = inhibition above about 12%;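 note: 0% = vehicle wells of infected cells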
PKA-R1A activ = PKA-R1A complex activation | P00514+P68181 | hit rate 0.083% among 340,000 | PKA-R1A dissociation, Cy5-IP20 fluorescence polarization; scaled: DMSO 0%, 113 µM cGMP 100% | activation, % at 11.4 µM;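 active = percent activation above the mean of all tested compounds plus 3 SD, cut at about 19% in these data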;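 note: higher means more PKAc released from R1A so a rise in polarization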
* marks the source's active call; other numbers are inactive results; x = no result given.

Short forms – A = HTR5A ag; B = DAGLB inhibitor; C = phage Ecoli inh; D = HTR5A inv ctr; E = Mot1-301 SUMO; F = PKA-R2B act; G = Tat export inh; H = E coli growth; I = CDK5 inh; J = AddAB inh; K = PKA-R1A activ
canonical_smiles: Cc1ccc(C(=O)OC(C)C(=O)Nc2ccc3c(c2)OCO3)c(O)c1 (stereo unspecified)
  A: 0 | B: -3 | C: 0.9 | D: 2 | E: 4 | F: -2 | G: -1 | H: 2.1 | I: 0.0 | J: 3.4 | K: -9

canonical_smiles: CCN1CCN(c2nc(Nc3ccccc3F)nc(N)c2[N+](=O)[O-])CC1
  A: 0 | B: 2 | C: 0.0 | D: 8 | E: -8 | F: -2 | G: -1 | H: -0.5 | I: 1.2 | J: 3.3 | K: -3

canonical_smiles: COc1ccc(NS(=O)(=O)c2cccc(C(=O)OCC(=O)c3c(N)n(C)c(=O)n(C)c3=O)c2)cc1
  A: -6 | B: -5 | C: 1.8 | D: 15 | E: 2 | F: -23 | G: 16 | H: 0.6 | I: -6.6 | J: -0.3 | K: -13

canonical_smiles: Cc1cc(Cl)cc(Br)c1OCCNCC(C)O (stereo unspecified)
  A: -1 | B: 0 | C: 2.7 | D: -10 | E: 7 | F: 14 | G: -1 | H: -1.6 | I: -0.1 | J: 3.2 | K: 0

canonical_smiles: COc1nc(OC/C(N)=N/O)nc(N2CCOCC2)n1
  A: -1 | B: -2 | C: 0.2 | D: -15 | E: -13 | F: 3 | G: -7 | H: 0.4 | I: -0.1 | J: -0.5 | K: -3

canonical_smiles: COc1cc(/C=C/C(=O)O)ccc1OS(=O)(=O)c1ccc(C)cc1
  A: -4 | B: 0 | C: 3.1 | D: 2 | E: -1 | F: -1 | G: -1 | H: 1.3 | I: -0.3 | J: 2.8 | K: 0

canonical_smiles: COc1ccc(OC)c(N=C2C(=O)Nc3ccccc32)c1
  A: -8 | B: 0 | C: 2.0 | D: 22 | E: -2 | F: -3 | G: -10 | H: -1.0 | I: 0.5 | J: 1.5 | K: 7

canonical_smiles: COC(=O)c1ccc(OC(=O)c2cccs2)cc1
  A: 3 | B: -6 | C: 4.3 | D: 2 | E: -2 | F: -5 | G: 7 | H: -0.3 | I: 0.1 | J: 5.7 | K: -4

canonical_smiles: O=C(CCS(=O)(=O)c1ccc(Cl)cc1)Nc1cccc(S(=O)(=O)N2CCCCCC2)c1
  A: 3 | B: -2 | C: 2.9 | D: -1 | E: x | F: -7 | G: 9 | H: x | I: -1.8 | J: x | K: -14

canonical_smiles: NC(=O)COC(=O)c1cccc(NS(=O)(=O)/C=C/c2ccccc2)c1
  A: 2 | B: 1 | C: 0.9 | D: -30 | E: -13 | F: 2 | G: 0 | H: 0.7 | I: 0.8 | J: 5.1 | K: -6

canonical_smiles: CCOc1ccc(NC(=O)C2CCN(S(=O)(=O)c3cccnc3)CC2)cc1
  A: 1 | B: -1 | C: 2.6 | D: -1 | E: 1 | F: -7 | G: 0 | H: -2.5 | I: -0.7 | J: 2.5 | K: 7

canonical_smiles: O=C(CCCc1ccccc1)N1CCc2ccccc21
  A: 3 | B: -4 | C: 3.4 | D: 9 | E: 80 | F: 2 | G: 3 | H: -0.4 | I: -1.8 | J: -1.5 | K: -4

canonical_smiles: COCC(C)n1c(SCC(=O)NC2CCCCC2C)nc2ccccc2c1=O (stereo unspecified)
  A: 0 | B: -2 | C: 4.6 | D: 0 | E: -4 | F: 0 | G: -4 | H: 1.9 | I: 0.7 | J: 1.6 | K: 8

canonical_smiles: CC1CCC(NC(=O)CN2C(=O)C3CC=CCC3C2=O)CC1 (stereo unspecified)
  A: 2 | B: 3 | C: -1.2 | D: -6 | E: -2 | F: 11 | G: -6 | H: -1.8 | I: -5.6 | J: 0.7 | K: -2

canonical_smiles: Cc1[nH]c(=O)[nH]c(=O)c1S(=O)(=O)Nc1ccc(Br)cc1F
  A: 4 | B: -1 | C: -0.9 | D: -17 | E: 51 | F: -10 | G: 3 | H: x | I: -1.6 | J: x | K: 2

Whole records, looked up by structure. Order of values: HTR5A ag	DAGLB inhibitor	phage Ecoli inh	HTR5A inv ctr	Mot1-301 SUMO	PKA-R2B act	Tat export inh	E coli growth	CDK5 inh	AddAB inh	PKA-R1A activ
`COc1ccc(OC)c(N=C2C(=O)Nc3ccccc32)c1` is listed as -8	0	2.0	22	-2	-3	-10	-1.0	0.5	1.5	7
`COc1ccc(NS(=O)(=O)c2cccc(C(=O)OCC(=O)c3c(N)n(C)c(=O)n(C)c3=O)c2)cc1` is listed as -6	-5	1.8	15	2	-23	16	0.6	-6.6	-0.3	-13
`CCOc1ccc(NC(=O)C2CCN(S(=O)(=O)c3cccnc3)CC2)cc1` is listed as 1	-1	2.6	-1	1	-7	0	-2.5	-0.7	2.5	7
`COc1nc(OC/C(N)=N/O)nc(N2CCOCC2)n1` is listed as -1	-2	0.2	-15	-13	3	-7	0.4	-0.1	-0.5	-3
`COc1cc(/C=C/C(=O)O)ccc1OS(=O)(=O)c1ccc(C)cc1` is listed as -4	0	3.1	2	-1	-1	-1	1.3	-0.3	2.8	0

Other results
Short forms – A = HTR5A ag; B = DAGLB inhibitor; C = phage Ecoli inh; D = HTR5A inv ctr; E = Mot1-301 SUMO; F = PKA-R2B act; G = Tat export inh; H = E coli growth; I = CDK5 inh; J = AddAB inh; K = PKA-R1A activ
canonical_smiles: NC(=O)C[C@@H]1NC(=O)[C@H](CCC(=O)O)NC(=O)c2cc([N+](=O)[O-])cc(I)c2OCC[C@@H](C(N)=O)NC1=O
  A: 2 | B: -1 | C: x | D: 1 | E: 23 | F: 2 | G: -10 | H: 2.0 | I: -1.4 | J: 6.7 | K: -4

canonical_smiles: CCOC(=O)C(=CNNc1ccsc1C(=O)OC)C(=O)OCC
  A: 2 | B: 1 | C: 3.2 | D: -13 | E: 14 | F: -1 | G: -4 | H: -1.0 | I: 0.3 | J: 3.3 | K: 3

canonical_smiles: CC(C)Cc1ccc(S(=O)(=O)Nc2ccccn2)cc1
  A: 4 | B: -2 | C: 2.2 | D: 6 | E: -15 | F: -14 | G: 0 | H: 0.7 | I: -0.4 | J: 1.4 | K: 0

canonical_smiles: CN(C)S(=O)(=O)N(CC(=O)N1CCN(c2ccccc2)CC1)c1ccccc1
  A: -1 | B: -2 | C: 3.5 | D: 2 | E: -3 | F: 6 | G: -1 | H: -1.6 | I: 1.0 | J: -0.7 | K: 4

canonical_smiles: CCCc1nc(SCC(=O)NCc2ccco2)c2c(=O)n(C)c(=O)n(C)c2n1
  A: -1 | B: 1 | C: 2.2 | D: -18 | E: 12 | F: -2 | G: 4 | H: 0.1 | I: -0.1 | J: -0.3 | K: 0

canonical_smiles: COc1ccc(CCNc2c(N)n(Cc3ccccc3)c(=O)[nH]c2=O)cc1OC
  A: -1 | B: 1 | C: 2.5 | D: -3 | E: 4 | F: -2 | G: -5 | H: 0.4 | I: -1.6 | J: 0.3 | K: -8

canonical_smiles: O=[N+]([O-])c1ccc(N(CC(O)CN2CCCCC2)S(=O)(=O)c2ccccc2)cc1 (stereo unspecified)
  A: -3 | B: 0 | C: 1.7 | D: -9 | E: 87 | F: -17 | G: -7 | H: -2.3 | I: 0.3 | J: -1.4 | K: 0

Grouped by structure: the entries above with a Cl atom (two)
Short forms – A = HTR5A ag; B = DAGLB inhibitor; C = phage Ecoli inh; D = HTR5A inv ctr; E = Mot1-301 SUMO; F = PKA-R2B act; G = Tat export inh; H = E coli growth; I = CDK5 inh; J = AddAB inh; K = PKA-R1A activ
canonical_smiles: Cc1cc(Cl)cc(Br)c1OCCNCC(C)O (stereo unspecified)
  A: -1 | B: 0 | C: 2.7 | D: -10 | E: 7 | F: 14 | G: -1 | H: -1.6 | I: -0.1 | J: 3.2 | K: 0

canonical_smiles: O=C(CCS(=O)(=O)c1ccc(Cl)cc1)Nc1cccc(S(=O)(=O)N2CCCCCC2)c1
  A: 3 | B: -2 | C: 2.9 | D: -1 | E: x | F: -7 | G: 9 | H: x | I: -1.8 | J: x | K: -14
